RAD52 inh – blocks human RAD52 DNA annealing; P43351; AID 651710; recombinant RAD52 DNA annealing, FRET fluorescence; actives 0.46% (n = 360,000); inhibition, % at 18.7 µM;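 active = every replicate showing at least 50% inhibition; inconclusive = mean inhibition at least 50% but not in every replicate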
Target sequence (P43351 whole entry, looked up): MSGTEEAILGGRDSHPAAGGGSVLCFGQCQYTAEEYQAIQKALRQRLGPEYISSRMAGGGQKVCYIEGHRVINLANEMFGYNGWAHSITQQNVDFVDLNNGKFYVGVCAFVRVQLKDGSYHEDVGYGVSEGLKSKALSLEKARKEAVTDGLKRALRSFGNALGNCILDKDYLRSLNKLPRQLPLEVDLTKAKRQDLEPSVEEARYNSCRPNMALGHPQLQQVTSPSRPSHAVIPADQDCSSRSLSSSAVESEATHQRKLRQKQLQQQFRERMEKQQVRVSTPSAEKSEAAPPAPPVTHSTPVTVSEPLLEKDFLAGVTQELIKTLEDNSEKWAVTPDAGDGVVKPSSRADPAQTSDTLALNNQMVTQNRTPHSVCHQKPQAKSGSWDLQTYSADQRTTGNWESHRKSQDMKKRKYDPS
CFTR F508del cor – correctors of CFTR F508del function in bronchial epithelial cells. CFBE cells, YFP halide quenching; stimulated with forskolin plus potentiator P3; % fluorescence drop versus neutral controls. activity (quench increase), % at 7.58 µM. actives 0.36% (n = 350,000);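 active = mean added fluorescence quench of at least 8% versus neutral control, with both replicates also reaching 8%; inconclusive = only one of the mean or replicate conditions met; inactive = mean below 8% and not both replicates reaching 8%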;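 also: cells transiently co-express mutant CFTR-F508del with the halide-sensitive YFP; corrector assay measuring rescue of mutant channel to the surface after 24 h compound exposure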
RAD54 inh – blocks human RAD54 Holliday junction branch migration; FAM/BHQ fluorescence; inhibition, % at 10.4 µM; actives 0.14% (n = 360,000);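 active = mean normalized replicate activity at least 40 and at least half of replicates scoring 40 or more; inconclusive = only one of the two criteria met; inactive = mean below 40 and under half of replicates reaching 40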;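 also: 0% = median of neutral control wells and 100% = median of positive control wells; inhibitors cause a drop in the FAM fluorescence signal; in these data hits start at about 50%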
XiGFP reactiv – activators of X-chromosome reactivation in mouse fibroblasts; XiGFP mouse fibroblasts, % GFP-positive cells imaging, 3 d; cells co-treated with 5-aza-dC sensitizer; scaled so ellipticine positive control = 100%; actives 0.055% (n = 360,000); AID 743238; activation, % at 7.58 µM;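 active = mean normalized replicate activation at least 10% and every replicate at or above 10%; inconclusive = only one of the two criteria met; inactive = mean below 10% and not all replicates reach 10%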;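 also: 0% = median of on-plate neutral control wells and 100% = ellipticine 6 µM median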
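Schedule: 3 d treatment, 15 min room-temperature fixation; system: 68-5-11 XiGFP fibroblast line; buffer or medium: DMEM plus 5-aza-dC sensitizer; control set: ellipticine 6 µM positive control; compound: one concentration, pinned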
INS-1E GSIS act – primary screen for activators of insulin secretion dependent on glucose, INS-1E cells, GLuc reporter luminescence; INS-1E GLuc reporter insulin secretion, 2-3 h; activation, % at 16.6 µM; actives 0.61% (n = 370,000);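 active = lowest replicate activation of at least 40%, so every replicate reaches that level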;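 also: 0% = median of neutral control wells and 100% = median of IBMX positive control wells; some compounds called inactive have numbers as strong as hits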
DENV2 CPE rescue – inhibitors of DENV2 cytopathic effect | AID 651640 | actives 1.7% (n = 350,000) | DENV2-infected cells, cytopathic effect rescue, plate reader | CPE inhibition, % at 9.99 µM; in the data active = CPE inhibition above about 20%, passing the limit was not always enough; inconclusive = no clear call, values can overlap the other calls; tested in BHK-21 cells;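 also: 0% = median of neutral control wells and 100% = median of positive control wells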
E-sel inducer – E-selectin induction on HUVECs. HUVEC E-selectin immunofluorescence imaging; normalized: neutral wells 0, TNF-alpha wells 100. P16581. actives 0.37% (n = 260,000). activation, % at 7.58 µM;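 active = mean E-selectin-positive cell signal at least 10% of the positive control, reached in at least 60% of replicates, without over 20% cell loss; inconclusive = no rule given, readout overlaps actives, possibly toxicity-flagged; inactive = the rest, including those meeting only one limit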;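 also: in these data hits start at about 27%; measured in HUVEC primary endothelial cells; signal is the percent of cells scored E-selectin positive by PE staining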
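assay system = HUVEC, human umbilical vein endothelial cells | input = 3,000 HUVEC seeded per well | medium = EGM-2 growth medium on 0.1% gelatin-coated wells | dosing = one compound dose added by pin transfer | signal = immunofluorescence imaging | read-out basis = % PE-positive cells | control set = TNF-alpha, DMSO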
CASP6 VEID inh – caspase-6 (human) enzyme inhibition; actives 0.53% (n = 350,000); P55212; inhibition, % at 12.5 µM; purified caspase-6, Z-VEID-R110 cleavage fluorescence; AID 686996;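 active = mean inhibition across replicates at least about 35%, with every replicate also reaching that limit, limit read from the data; inconclusive = only one of the two criteria met; inactive = neither criterion met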;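 also: 0% = median of neutral control wells and 100% = no fluorescence left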
Target sequence (P55212 24-179 limits assumed): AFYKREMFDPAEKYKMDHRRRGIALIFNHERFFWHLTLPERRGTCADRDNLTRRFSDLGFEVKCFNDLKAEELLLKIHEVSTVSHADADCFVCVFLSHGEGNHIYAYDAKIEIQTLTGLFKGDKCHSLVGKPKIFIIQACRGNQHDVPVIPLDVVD
Target sequence (P55212 194-293 limits assumed): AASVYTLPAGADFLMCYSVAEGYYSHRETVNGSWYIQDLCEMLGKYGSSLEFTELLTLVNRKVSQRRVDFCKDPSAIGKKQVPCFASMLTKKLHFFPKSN
* hit, by the source's call; u = inconclusive; x = no result given; & = joins results of further samples. An unsorted share of the library; overall some 3.7% were active at least once.

SMILES | RAD52 inh | CFTR F508del cor | RAD54 inh | XiGFP reactiv | INS-1E GSIS act | DENV2 CPE rescue | E-sel inducer | CASP6 VEID inh
C/C=C/c1ccc([C@@H]2[C@@H](CO)N3C(=O)CN(C(=O)Nc4ccccc4F)C[C@@H]23)cc1 | 12 | -3.5 | x | 0.6 | -8 | -3 | -0.2 | -1
COc1ccccc1N1CCN(S(=O)(=O)CCNC(=O)CCCc2ccccc2)CC1 | -1 | 0.0 | 6 | -0.1 | -41 | 0 | -0.1 | 1
CC(C)(C)[C@@H]1C=C(C(=O)NCc2ccccc2)O[C@H](OCc2ccc(CO)cc2)C1 | 23&-9 | 1.8&1.2 | 1&-2 | -0.1 | -4 | -1&-3 | -0.1 | -1&-1
Cc1ccc(-c2nnc(N3CCCCCC3)c3ccccc23)cc1 | -5 | -2.7 | x | 0.1 | -13 | -1 | -0.1 | 1
CC(C)(C)c1ccc(/C=C2\CCn3c2nc2cc(C(=O)O)ccc2c3=O)cc1 | -7 | x | -1 | x | 6 | x | x | 1
CCc1ccc(Nc2n[n+](-c3ccccc3)c(-c3ccc(SC)cc3)s2)cc1 | 48 | 1.4 | -4 | 0.1 | 11 | 2 | 0.1 | -2
CCOc1[nH]n(-c2ccccc2)c(=O)c1C=Nc1ccc(F)cc1F | -16 | 3.4 | 1 | 0.0 | -22 | -2 | x | -3
C[C@@H]1CN([C@H](C)CO)C(=O)c2cc(NC(=O)Nc3ccc(F)cc3)ccc2O[C@H]1CN(C)C(=O)Nc1ccc(F)cc1 | 4 | -0.4 | 5 | 0.3 | 6 | 6 | 0.5 | x
O=C(/C=C/c1ccccc1Cl)NCCCn1ccnc1 | 4 | -0.8 | -16 | 0.1 | 1 | 8 | x | -11
O=C1NC(=S)SC1=Cc1ccccc1Cl | -11 | 0.9 | x | -0.1 | x | 11 | 0.0 | 2
CC(NC(=O)c1cc(S(=O)(=O)N(C)C)ccc1N1CCCC1)C1CC2CCC1C2 (configuration not stated) | -7 | -3.4 | x | 0.1 | -14 | -6 | 9.6 | 7
CCOc1ccccc1C(=O)OCC(=O)NCC1CCCO1 (configuration not stated) | -19 | 0.4 | -5 | 0.1 | 4 | 10 | x | 0

Only E-sel inducer and CFTR F508del cor, for two of the compounds above:
smiles | E-sel inducer | CFTR F508del cor
CCOc1[nH]n(-c2ccccc2)c(=O)c1C=Nc1ccc(F)cc1F | x | 3.4
C[C@@H]1CN([C@H](C)CO)C(=O)c2cc(NC(=O)Nc3ccc(F)cc3)ccc2O[C@H]1CN(C)C(=O)Nc1ccc(F)cc1 | 0.5 | -0.4

(list continues)
SMILES | RAD52 inh | CFTR F508del cor | RAD54 inh | XiGFP reactiv | INS-1E GSIS act | DENV2 CPE rescue | E-sel inducer | CASP6 VEID inh
COc1ccc(F)cc1C(=O)C1CCCN(Cc2cnc(N3CCCC3)s2)C1 (configuration not stated) | -5 | 1.5 | 0 | -0.2 | 2 | u | x | 1
COc1cc(/C=C/C(=O)OCC(=O)NCCc2ccc(F)cc2)ccc1OC(F)F | -17 | 4.8 | -13 | 0.1 | x | 9 | 0.1 | 0
NCC[C@@H]1CC[C@H](NC(=O)C2CCCC2)[C@H](CO)O1 | -15 | -1.4 | 2 | -0.2 | 19 | -10 | 0.7 | 2
Cc1ccc(S(=O)(=O)Nc2ccc3c(c2)C(=O)N([C@H](C)CO)C[C@H](C)[C@H](CN(C)C(=O)NC2CCCCC2)OCCCC[C@@H](C)O3)cc1 | -18 | -0.1 | -3 | 0.0 | -6 | 3 | 1.1 | 1
COc1ccc(Cc2nnc(SCC(=O)Nc3ccc(C)c(Cl)c3)[nH]c2=O)cc1 | -20 | -0.8 | -2 | 0.1 | -4 | -5 | x | 1
Nc1ncnc2c1ncn2C1OC(CO)C2OC21 (configuration not stated) | 10 | 1.1 | x | 0.0 | 2 | -1 | -0.1 | -4
O=C(CSc1nc(=O)n(CCCN2CCOCC2)c2c1CCCC2)Nc1cccc(F)c1 | -7 | 1.2 | 5 | 0.9 | 7 | 7 | x | -4
Cc1cc(C(=O)COC(=O)c2n[nH]c(=O)c3ccccc23)c(C)n1C(C)C | -16 | 4.1 | 7 | 0.5 | -10 | 2 | x | 5
COC(=O)c1sc(C(F)(F)F)c(-c2ccccc2)c1S(=O)(=O)N(C)C | -13 | -0.8 | x | 0.0 | 5 | 0 | 0.2 | 1
O=C(Nc1ccnn1C1CCN(CCCC2CCCC2)CC1)c1ccccc1 | -87 | 0.2 | 8 | 0.0 | 9 | 11 | x | -6
Cc1cc(C)c(S(=O)(=O)N2CCN(C3CC(=O)N(c4ccccc4Cl)C3=O)CC2)c(C)c1 (configuration not stated) | -11 | -2.9 | 7 | 1.5 | -19 | -8 | -0.5 | 1
COC(=O)C[C@H]1c2cc(C(F)(F)F)ccc2S(=O)(=O)N1Cc1ccc(OC)cc1 | 0 | -2.5 | 7 | 0.2 | -31 | 20* | -0.3 | 1
COc1ccc(S(=O)(=O)Cc2ccc(C(=O)NC3CCCCCC3)o2)cc1 | -9 | -0.1 | -11 | 0.0 | -24 | -4 | x | 3
COc1cccc(-c2cn(CC[C@@H]3CC[C@H](NS(=O)(=O)c4ccccc4Cl)[C@H](CO)O3)nn2)c1 | -19 | -2.5 | -6 | 0.5 | -3 | 3 | 0.2 | 0
O=c1cc(-c2ccc(O)c(O)c2)oc2ccc3ccccc3c12 | -2 | 7.9 | x | 2.2 | -2 | -6 | x | 6
N#C[C@@H]1[C@@H](c2ccc(C#CC3CCCC3)cc2)[C@H](CO)N1C(=O)Nc1ccc(F)cc1 | -41 | 4.5 | -14 | 0.0 | 7 | 0 | -0.3 | 1
Nc1[nH]c(C(=O)c2ccc(Br)cc2)c(-c2ccc(Cl)cc2[N+](=O)[O-])c1C(=O)NCCc1c[nH]c2ccccc12 | 3 | -1.4 | x | -0.2 | 20 | 4 | 0.0 | -3
Cc1cc(-c2cc(N)n(-c3ccccc3)n2)c(C)n1C1CCCC1 | -23 | -2.9 | -6 | x | 14 | 1 | x | -4
COc1ccc2sc(-c3ccc(N(C)C)cc3)c(C#CCCO)c2c1 | -27 | 0.0 | -6 | 0.0 | -2 | 26* | 1.1 | -3
CO[C@@H]1CN(C)C(=O)c2ccc(NC(C)=O)cc2OC[C@@H](C)N(Cc2ccccc2F)C[C@H]1C | -1 | -0.7 | -17 | 0.2 | -14 | x | -0.3 | -2
Cc1cc(=O)[nH]c(NCc2ccc(Cl)cc2)n1 | -12 | 1.9 | 1 | 0.3 | 11 | 3 | x | 1
CC(C)CCNC(=O)c1ccc2c(c1)N(C)C(=O)c1ccccc1S2 | -6 | -3.3 | -3 | 0.0 | -31 | 0 | x | 5
O=C/C=C/c1c(-c2ccccc2)cc2oc3ccccc3cc1-2 | -11 | -0.1 | -3 | -0.1 | -38 | -4 | 0.0 | 9
CCCCCCc1ccc(N2C[C@H](CCCCC)[C@@H](CC(=O)NCc3ccccc3)C2=O)cc1 | -15 | -3.8 | 8 | 0.2 | 1 | 8 | -0.1 | 1

Some of these compounds in order of the CFTR F508del cor value, low to high:
compound	CFTR F508del cor
O=C/C=C/c1c(-c2ccccc2)cc2oc3ccccc3cc1-2	-0.1
COc1ccc2sc(-c3ccc(N(C)C)cc3)c(C#CCCO)c2c1	0.0
O=c1cc(-c2ccc(O)c(O)c2)oc2ccc3ccccc3c12	7.9

Further results:
SMILES | RAD52 inh | CFTR F508del cor | RAD54 inh | XiGFP reactiv | INS-1E GSIS act | DENV2 CPE rescue | E-sel inducer | CASP6 VEID inh
Cc1ccc2c(Cl)c(C(=O)NCC(c3ccco3)N3CCCC3)sc2c1 (configuration not stated) | -39 | -1.4 | 4 | 0.1 | -7 | 2 | x | -8
COc1ccc(NC(=O)N(C)C[C@@H]2Oc3ncc(-c4cccnc4)cc3C(=O)N([C@@H](C)CO)C[C@H]2C)cc1 | 5 | 0.9 | -5 | 0.2 | 17 | 0 | x | 0
CC(=O)c1ccc(N2CCN(C(=O)Cn3cnc(S(=O)(=O)N4CCCCC4)c3)CC2)cc1 | 0 | -1.9 | 1 | 0.0 | 3 | 4 | x | 5
O=C(CNCc1cccs1)Nc1cc(S(=O)(=O)N2CCCC2)ccc1Cl | -9 | -1.0 | 5 | 0.0 | 8 | 2 | 9.5 | 2
C[C@H](OC(=O)n1ccnc1)[C@@H]1O[C@@]2(C)CCC[C@@H]1O2 | -10 | 4.5 | 7 | 0.0 | 15 | 5 | 0.1 | -5
CCOC(=O)c1c(-c2ccco2)csc1NC(=O)CSc1nnc(N)s1 | -14 | 2.0 | 3 | x | -6 | 0 | x | 1
COc1cc(OC)cc(-c2c(-c3ccc(F)cc3)c3cc(-c4cccc5[nH]ccc45)ccc3n2C)c1 | -8 | -2.1 | 1 | -0.3 | 11 | 7 | 0.3 | -1
COc1ccc(CN2C[C@H](O)COC[C@@H]3O[C@H](CC(=O)NCc4ccncn4)CC[C@H]32)cc1 | -7&-4 | -2.3&0.3 | -4 | -0.1&0.0 | 18&7 | u | -0.1&-0.1 | -4&2
O=C(O)c1cccc(S(=O)(=O)Nc2cccc3ccccc23)c1 | 0 | 3.8 | -15 | 0.0 | 22 | 12 | x | 6
Cc1noc(C)c1NC(=O)N(C)C[C@@H]1Oc2ccc(NC(=O)Cc3ccccc3)cc2CC(=O)N([C@H](C)CO)C[C@H]1C | 9 | -0.3 | -1 | -0.1 | 15 | 6 | -0.1 | -2
CC(C)[C@H]1COCn2nncc2CC[C@H](C)C(=O)N1 | 45 | x | x | 0.1 | 0 | u | 0.1 | 4
NS(=O)(=O)c1cccc(NC(=O)CSc2n[nH]c(-c3ccccc3Br)n2)c1 | -12 | 6.1 | -5 | 0.0 | -10 | -1 | x | -1
O=C(Nc1c(-c2ccccc2)nc2ccccn12)c1ccccc1 | -9 | 6.1 | -3 | 0.0 | 5 | 2 | x | 0
O=C(CC1CC1)Nc1ccc2c(c1)[C@@H]1C[C@@H](CC(=O)NC3CCCCC3)O[C@@H](CO)[C@@H]1O2 | -29 | 0.9 | 2 | 0.3 | -8 | 5 | -0.4 | -2
CCOc1ccc(CN2CCN(Cc3cc4ccccc4o3)CC2CCO)cc1 (configuration not stated) | -11 | 0.9 | -3 | 0.1 | -29 | 6 | 1.4 | 0
CC(=O)Nc1sc(C)c(C)c1C(=O)OCC(=O)N(CC(C)C)c1c(N)n(Cc2ccccc2)c(=O)[nH]c1=O | -16 | -7.5 | -3 | 0.0 | -23 | 6 | 0.8 | -1
O=C(NC(=S)NCc1ccccc1)c1cccnc1 | -6 | -1.3 | -8 | 0.0 | 14 | 3 | -3.2 | 3
C[C@H](CO)N1C[C@H](C)[C@@H](CN(C)CC2CC2)Oc2ccc(NS(=O)(=O)c3ccc(Cl)cc3)cc2CC1=O | 15 | -2.4 | -5 | -1.0 | -1 | 6 | 1.6 | 0
CO[C@H]1CN(C)C(=O)c2ccc(NC(=O)CC(F)(F)F)cc2OC[C@@H](C)N(S(=O)(=O)c2cn(C)cn2)C[C@@H]1C | -36 | 0.1 | 3 | 0.5 | 7 | -1 | 0.0 | 1
O=C(CC(=O)c1ccccc1)Nc1ccccc1 | -10 | 0.7 | 0 | 0.4 | -10 | 6 | 3.0 | 1

Screening results as filed in PubChem.
